Nrf2 inh: Nrf2 pathway inhibition. A549 ARE-Fluc reporter, luciferase luminescence, 18-24 h. Potency, µM (series often up to 46 µM), without a hit: at the top dose activity change, negative = inhibition, most hits filed as inhibitors. actives 2.1% (n = 360,000). AID 504444; also: % is scaled to controls: 0 for no effect and ±100 for the full control effect; nearly all actives have a fitted effect of over 60% in size
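Cells were seeded and rested 2 h, then exposed to compounds for 18-24 h. CellTiter-Fluor was read first as a viability measure. BugLite was added 15 min before the final luminescent read of ARE-luciferase activity in A549 cells.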
EPAC2 antag: EPAC2 (human) antagonism. Potency, µM (top dose mostly 114 µM), for the others: top-dose activity, negative = inhibition, hits mostly inhibitors. Q8WZA2. AID 720708. EPAC2 GEF exchange of Rap1B-BODIPY-GDP, fluorescence. actives 0.18% (n = 360,000); also: % is scaled to controls: 0 for no effect and ±100 for the full control effect; nearly all actives have a fitted effect of over 45% in size; many of its hits are not listed in these tables
Target sequence (Q8WZA2 whole entry, looked up): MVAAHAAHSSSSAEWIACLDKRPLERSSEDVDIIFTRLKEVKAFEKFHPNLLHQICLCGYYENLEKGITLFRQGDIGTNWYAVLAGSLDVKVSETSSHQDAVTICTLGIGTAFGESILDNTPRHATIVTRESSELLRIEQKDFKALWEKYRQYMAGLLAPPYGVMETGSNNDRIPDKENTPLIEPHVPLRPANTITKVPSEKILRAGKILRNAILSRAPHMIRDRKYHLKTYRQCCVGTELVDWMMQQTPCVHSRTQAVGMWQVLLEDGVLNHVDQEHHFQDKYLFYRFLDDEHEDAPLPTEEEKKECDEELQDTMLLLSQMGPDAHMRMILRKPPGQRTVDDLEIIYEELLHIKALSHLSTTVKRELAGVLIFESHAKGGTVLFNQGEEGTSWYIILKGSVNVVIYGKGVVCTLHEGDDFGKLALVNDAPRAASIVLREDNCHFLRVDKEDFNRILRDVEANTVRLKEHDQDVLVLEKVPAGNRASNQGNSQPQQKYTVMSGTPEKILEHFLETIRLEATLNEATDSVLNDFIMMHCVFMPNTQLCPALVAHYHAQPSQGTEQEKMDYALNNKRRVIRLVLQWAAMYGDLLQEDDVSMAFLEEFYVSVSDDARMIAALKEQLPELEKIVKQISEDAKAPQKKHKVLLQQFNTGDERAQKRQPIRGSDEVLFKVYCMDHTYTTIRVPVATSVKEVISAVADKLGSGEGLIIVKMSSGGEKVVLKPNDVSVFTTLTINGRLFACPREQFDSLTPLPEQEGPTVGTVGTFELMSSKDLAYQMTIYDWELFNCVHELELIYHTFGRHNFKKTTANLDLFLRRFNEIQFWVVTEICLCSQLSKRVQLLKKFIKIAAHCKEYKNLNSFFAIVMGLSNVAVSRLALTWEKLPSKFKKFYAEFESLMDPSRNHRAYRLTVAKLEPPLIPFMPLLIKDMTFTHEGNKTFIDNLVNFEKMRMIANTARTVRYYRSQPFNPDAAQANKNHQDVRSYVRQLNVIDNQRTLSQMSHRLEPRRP
MCF10A rereplic: induces DNA re-replication in MCF 10a normal breast cells. AID 624296. Potency, µM (highest dose often 46.1 µM), without a hit: at the highest dose activity, positive = re-replication, hits mostly activators. MCF 10A DNA re-replication, Hoechst nuclear intensity, 48 h. actives 2.9% (n = 350,000); also: % of control where 0% means no effect; nearly all actives have a fitted effect of over 50% in size
A549 tox: kills or reduces viability of A549 cells in Nrf2 counter-screen; A549 ARE-Fluc cells, CellTiter-Fluor viability, 18-24 h; Potency, µM (series often up to 46 µM), inactives show at the top dose activity change, negative = cytotoxicity, actives largely listed as inhibitors; actives 0.16% (n = 390,000); AID 504648; also: % is scaled to controls: 0 for no effect and ±100 for the full control effect
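A549 ARE-Fluc cells in 5% FBS OPTI-MEM, 5000 cells/well, rested 2 h then exposed to compounds in concentration-response for 18-24 h at 37 °C. Viability by CellTiter-Fluor fluorescence (Ex 405/Em 525) after 30 min; luciferase luminescence (BugLite, 15 min, RT) read afterwards.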
ATXN viability: reduces viability in counter-screen for ATXN expression inhibitors; S2 cells (HEK-293 line with an ATXN2-luciferase reporter) viability, CellTiter-Fluor protease fluorescence, 24 h; Potency, µM (top dose mostly 56.7 µM), usual class: cytotoxic; actives 0.49% (n = 400,000); AID 651635; also: nearly all actives have a fitted effect of over 40% in size
ATXN2 expr inh: reduces ATXN2 reporter expression in HEK-293 cells; HEK-293 ATXN2-luciferase reporter, luminescence, 24 h; Potency, µM (highest dose often 57 µM), inactives show at the highest dose activity change, negative = inhibition, most hits filed as inhibitors; actives 0.72% (n = 360,000); AID 1745845; also: % is scaled to controls: 0 for no effect and ±100 for the full control effect; nearly all actives have a fitted effect of over 55% in size
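ATXN2-luciferase reporter cells (luciferase flanked by upstream and downstream ATXN2 gene portions) were treated 24 h at 37 °C with compounds at up to 57 uM. SteadyGlo luminescence gave expression; GF-AFC fluorescence gave viability.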
HepG2 viability: kills HepG2 cells in TGF-b inhibitor counter-screen. actives 0.76% (n = 410,000). AID 588856. HepG2 CAGA-GFP viability, ATP luminescence, 18 h. Potency, µM (doses to about 46.1 µM), without a hit: top-dose activity change, negative = cytotoxicity, most hits filed as cytotoxic; also: some results filed as inactive show a strong effect at the top dose
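CellTiter-Glo luminescence gave cytotoxicity after 18 hours at 37 degrees C. The cells were HepG2 CAGA-GFP in 1% FBS DMEM, stimulated with 500 pg/mL TGF-beta after compound addition. %Activity was normalised to no-cell wells (complete cell-killing) and DMSO (no toxicity), and curves were fitted and classified.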
Nrf2 ARE act: activators of Nrf2 (ARE) signaling; AREc32 ARE-luciferase reporter (MCF7-derived line), luminescence, 24 h; Potency, µM (top dose mostly 46.1 µM), for the others: at the top dose activation, actives largely listed as activators; actives 0.31% (n = 410,000); also: % of control where 0% means no effect; nearly all actives have a fitted effect of over 65% in size
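Reporter line AREc32 (ARE-Fluc), seeded overnight in OPTI-MEM with 5% FBS; compound pin-transferred, 24 hr at 37 deg C, 5% CO2; luminescent read-out.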
TGFb SMAD3 inh: inhibitors of TGF-b signaling | actives 1.2% (n = 410,000) | Potency, µM (highest dose often 46.1 µM), for the others: at the top dose activity, negative = inhibition, hits mostly inhibitors | HepG2 CAGA-GFP TGF-b/SMAD3 reporter, GFP fluorescence, 18 h; TGF-beta stimulated, 500 pg/mL final; also: % is scaled to controls: 0 for no effect and ±100 for the full control effect; nearly all actives have a fitted effect of over 65% in size
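Smad-responsive CAGA-GFP expression was quantified in HEPG2 cells exposed to compounds and 500 pg/mL final TGF-beta for 18 h at 37 degrees C; unstimulated wells defined full inhibition.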
An asterisk follows results filed as active; i = inactive; ? = inconclusive; nt = no result given; [ ] = remark or other dose. Calls follow the shape of the dose curve; as a rule, active = well fitted curve in the direction sought with a large enough effect; inconclusive = small, poorly fitted or top-dose-only effect, or another doubt; inactive = no such curve, though single readings can be large; an effect the other way counts as inactive or inconclusive. Potency is read from the fitted curve at half-maximal effect.

No. | compound | Nrf2 inh | EPAC2 antag | MCF10A rereplic | A549 tox | ATXN viability | ATXN2 expr inh | HepG2 viability | Nrf2 ARE act | TGFb SMAD3 inh
1 | O=C(NCCc1ccc(Cl)cc1)Nc1ccc(Cl)cc1 | 16% | 1% | 8% | 5% | i | nt | -41% | -1.0% | -28%
2 | O=C(Nc1ccc(N2CCN(C(=O)c3cccs3)CC2)c(Cl)c1)c1cccnc1 | ? | -2% | 2% | 0% | i | 22µM* | -21% | -2.1% | -9%
3 | COc1ccc(OC)c(NC(=O)C23CC4CC(C2)CC(n2cnc(Br)n2)(C4)C3)c1 | nt | -1% | -9% | 4% | i | -4% | -43% | -1.5% | 4%
4 | CCOc1nc(NCc2ccco2)nc(Nc2ccc(OC)cc2)n1 | 3% | -2% | 17% | 2% | i | 14% | -17% | 0.9% | 10%
5 | CC(C)CCn1c(/C=C/c2ccccc2)nc2ccccc21 | ? | nt | nt | 4% | ? | -9% | 10µM* | 15% | ?
6 | CCC(C)c1ccccc1NC(=O)C(C)NCCN(C)C (configuration not stated) | 11% | 0% | 0% | -4% | ? | nt | 24% | -0.1% | -11%
7 | COc1ccc2oc(-c3cccc(NC(=O)c4cc([N+](=O)[O-])ccc4N4CCOCC4)c3)nc2c1 | 2% | nt | nt | -8% | i | 9% | -1% | 3.5% | 2%
8 | Cc1csc(=O)n1CCC(=O)OCC(=O)N(C)c1c(N)n(Cc2ccccc2)c(=O)[nH]c1=O | nt | -4% | nt | nt | i | nt | 5% | -1.1% | 2%
9 | Cc1cc(NC(=O)c2c(-c3ccccc3Cl)noc2C)no1 | 6% | -2% | 4% | 9% | i | -11% | -13% | 2.3% | -20%
10 | CCc1ccc(S(=O)(=O)c2nnn3c2nc(NCc2ccccc2)c2cc(Cl)ccc23)cc1 | 5% | nt | nt | 1% | i | 4% | -2% | 0.1% | 3%
11 | CCCS(=O)(=O)NC(=O)C1(C)CCCN(C(=O)c2ccc(OC)cc2OC)C1 (configuration not stated) | nt | 7% | nt | nt | i | 9% | 0% | 0.0% | 13%
12 | CN(C)c1ccc(C(=O)C(O)c2ccccc2)cc1 (configuration not stated) | ? | -4% | 1% | 8% | i | 6% | -15% | -0.6% | -6%
13 | CCOC(=O)N1CCN(C(=O)C2CC(=O)N(c3ccccc3)C2)CC1 (configuration not stated) | 21% | -3% | 0% | 0% | i | 4% | 7% | -0.7% | 9%
14 | Cc1cc(C)nc(-n2ncc3c2CC(c2ccccc2)CC3=O)n1 (configuration not stated) | ? | 5% | 20% | -14% | i | -18%[11.3 µM] | 7% | 0.3% | ?
15 | CCCc1[nH]nc2c1C(c1ccncc1)C(C#N)=C(N)O2 (configuration not stated) | nt | 7% | 11% | -9% | i | -5% | -1% | 0.2% | 0%
16 | CSc1cccc(NC(=O)C2CCN(S(=O)(=O)c3ccc4[nH]c5c(c4c3)CCCCC5)CC2)c1 | ? | nt | nt | -4% | nt | nt | -25% | -0.4% | ?
17 | Cc1cnc(C(=O)OCC(=O)N(C)CC(=O)Nc2ccccc2Cl)cn1 | 5% | 9% | -2% | 3% | i | -4% | -3% | 0.0% | 0%
18 | Cc1ccc(C(=O)OCC(=O)N(CCc2ccccc2)Cc2ccccc2)cc1S(=O)(=O)N1CCOCC1 | -8% | 7% | 9% | 1% | i | -1% | 0% | 0.7% | -1%
19 | Oc1ccccc1NCC(O)Cn1ccc2ccccc21 (configuration not stated) | -8% | -1% | ? | -12% | i | 10% | -40% | ? | ?
20 | O=C(CNC(=O)c1ccco1)OCC(=O)c1ccc(Cl)cc1 | 7% | 0%[57.1 µM] | -1% | 12% | i | nt | -8% | -0.7% | -3%
21 | CCCN1Cc2cccc(C(=O)Nc3ccc(CC)cc3)c2C1=O | ? | -11% | 3% | 7% | i | -11% | -1% | -0.3% | 9%
22 | COc1ccc2c(CNCCc3cccs3)c(C(=O)O)n(Cc3ccccc3C)c2c1 | 0% | nt | nt | -6% | nt | nt | -76% | 1.0% | ?
23 | OCC[C@@H]1C[C@@H](O)[C@H](O)[C@@]2(OCc3ccccc32)O1 | 3% | 0% | 6% | -1% | i | 5% | 6% | -0.8% | -3%
24 | CC1(c2ccccc2)NC(=O)N(CC(=O)Nc2ccccc2C(=O)NC2CC2)C1=O (configuration not stated) | -6% | 4% | 0% | -4% | i | 5% | 0% | -0.2% | 0%
25 | CCOC(=O)C1CCN(S(=O)(=O)c2cc3c(cc2C)NC(=O)CO3)CC1 | -1% | -7% | 18% | 6% | nt | 16% | 0% | 2.2% | -1%
26 | Cc1cc(=O)oc(C)c1C(=O)NCCCN1CCN(c2ccccc2F)CC1 | 8% | 12% | -4% | ? | i | -8% | -22% | 0.0% | -4%
27 | Cc1coc2cc3oc(=O)c(CC(=O)NCc4ccc(F)cc4)c(C)c3cc12 | 7% | nt | nt | -3% | nt | nt | 2% | 0.2% | 0%
28 | O=C(CNC(=O)c1ccccc1)NCC(=O)OCC(=O)c1ccccc1Cl | 6% | 6% | 7% | 1% | i | 5% | 2% | -0.1% | -10%
29 | CN1CCC(N(C)C(=O)/C(C#N)=C/c2ccc(OC(F)F)cc2)CC1 | 6% | 2% | 9% | 4% | i | nt | -13% | 0.0% | 4%
30 | COc1cc2c3nnc(-c4ccccc4)c-3cn(Cc3ccccc3F)c2cc1OC | -13% | 67%[activator] | 23µM* | 5% | nt | -19%[11.3 µM] | -62% | ? | 44%[activator]

Following part
Each structure is followed by: Nrf2 inh, EPAC2 antag, MCF10A rereplic, A549 tox, ATXN viability, ATXN2 expr inh, HepG2 viability, Nrf2 ARE act, TGFb SMAD3 inh
31	Cc1ccccc1CN1C(=O)c2ccccc2S(=O)c2ccc(C(=O)NCCCN3CCOCC3)cc21 (configuration not stated)
 : -7%, 3%, 1%, -1%, i, -13%, -8%, 0.5%, 2%
32	COc1ccccc1Cn1c(C)c(C(=O)NCc2cccc(C)c2)sc1=O
 : nt, -4%, nt, nt, i, -19%, -24%, 0.1%, -15%
33	Cc1noc(C)c1S(=O)(=O)N(C)C[C@H]1Oc2c(cccc2N(C)C)C(=O)N([C@H](C)CO)C[C@@H]1C
 : -27%, 14%, 18%, -4%, i, 3%, -4%, -0.7%, -3%
34	CCCCN(C)C(=O)c1sc(=O)n(Cc2ccccc2C#N)c1C
 : nt, 3%, nt, nt, i, 5%, 33%, -0.7%, 3%
35	CCCc1nnc(NC(=O)CS(=O)(=O)c2ccccc2)s1
 : ?, 8%, -3%, -1%, i, 13%, -1%, 0.4%, 1%
36	COc1ccccc1-c1c(C)nn2c(N3CCC4(CC3)OCCO4)cc(C)nc12
 : ?, 0%, ?, 1%, i, -5%, 0%, -0.9%, -6%
37	Cn1c(C(=O)NCc2cccnc2)cc2sc(Cl)cc21
 : nt, 0%, -23%, 12%, i, 5%, -14%, 3.2%, 1%
38	COCCNC(=O)CN(C(=O)c1ccc(N2CCCC2)nc1)c1ccc(Cl)cc1
 : 5%, 1%, ?, 12%, i, 3%, -13%, 0.2%, -5%
39	COc1ccc(CNC(=O)c2cnc3scc(C)n3c2=O)cc1
 : -4%, -18%, 1%, -3%, i, 6%, -6%, -0.4%, -2%
40	O=C1NC(=Nc2ccccc2)S/C1=C\C=C\c1ccco1
 : 10%, 4%, ?, ?, ?, 11%, 4%, 7.1µM*, 0%
41	CCOC(=O)c1c(C)n(CCNC(C)=O)c2ccc(O)cc12
 : -2%, -2%, -4%, -2%, ?, 10%, 10%, -0.3%, 23%
42	COc1cccc(C2c3[nH]c4ccccc4c3C[C@H]3C(=O)N(CCCCCO)CC(=O)N23)c1 (some centres not stated)
 : -5%, -4%, 0%, -7%, i, -24%, -4%, 4.0%, 0%
43	CC(C)N(C)c1ncnc2c1ncn2[C@H]1CN(Cc2ccco2)C[C@@H](CO)O1
 : nt, -2%, nt, nt, i, 9%, 9%, -0.1%, 38%
44	O=C(CCc1n[nH]c(=O)[nH]c1=O)N1CCCCC1
 : -11%, -6%, ?, -1%, i, -8%, 35%, -2.0%, -13%
45	CCCn1nc(NS(=O)(=O)c2cccc3nonc23)c2cc3ccccc3nc21
 : -22%, -20%, 4%, -17%, i, 1%, -34%, 2.3%, 3%
46	CCn1c2ccccc2c2nnc(SCCCn3c(=O)[nH]c4ccccc43)nc21
 : ?, 5%, ?, 0%[1.84 µM], 20µM*, ?, 3%, -0.3%, -2%
47	COC(CNC(=O)c1ccc2c(c1)ncn2-c1ccc(C)cc1C)OC
 : -6%, 3%, -2%, 8%, i, -10%, -17%, -2.3%, 5%
48	O=C1CC(N2CCC(c3nc4ccccc4[nH]3)CC2)C(=O)N1c1ccccc1F (configuration not stated)
 : 0%, -6%, 2%, 2%, i, -25%[11.3 µM], 6%, 0.0%, 6%
49	Cc1cccc(NC(=O)CSc2cn(CC(=O)N3CCCC3)c3ccccc23)c1C
 : -2%, nt, nt, -9%, nt, nt, -6%, 3.0%, 0%
50	O=S1(=O)CC/C(=N\Nc2ccc(F)cc2)c2ccsc21
 : -14%, -6%, 2%, -7%, i, -5%[11.3 µM], -3%, 17%, -9%

An excerpt from above in order of formula weight, ascending.
Each structure is followed by: Nrf2 inh, EPAC2 antag, MCF10A rereplic, A549 tox, ATXN viability, ATXN2 expr inh, HepG2 viability, Nrf2 ARE act, TGFb SMAD3 inh
47	COC(CNC(=O)c1ccc2c(c1)ncn2-c1ccc(C)cc1C)OC
 : -6%, 3%, -2%, 8%, i, -10%, -17%, -2.3%, 5%
43	CC(C)N(C)c1ncnc2c1ncn2[C@H]1CN(Cc2ccco2)C[C@@H](CO)O1
 : nt, -2%, nt, nt, i, 9%, 9%, -0.1%, 38%
46	CCn1c2ccccc2c2nnc(SCCCn3c(=O)[nH]c4ccccc43)nc21
 : ?, 5%, ?, 0%[1.84 µM], 20µM*, ?, 3%, -0.3%, -2%
45	CCCn1nc(NS(=O)(=O)c2cccc3nonc23)c2cc3ccccc3nc21
 : -22%, -20%, 4%, -17%, i, 1%, -34%, 2.3%, 3%
49	Cc1cccc(NC(=O)CSc2cn(CC(=O)N3CCCC3)c3ccccc23)c1C
 : -2%, nt, nt, -9%, nt, nt, -6%, 3.0%, 0%

Screening results deposited in PubChem BioAssay by National Center for Advancing Translational Sciences (NCATS).

A portion of the library, so the mix of outcomes need not match the whole.
